Screening results (PubChem)
KB-3-1 tox: kills parental KB-3-1 adenocarcinoma cells | KB-3-1 viability, CellTiter-Glo ATP luminescence, 72 h | 1.4% of 400,000 active | Potency, µM (titrated, usually from 46.1 µM), for the others: top-dose activity change, negative = cytotoxic, hits mostly cytotoxic; further: potency means the concentration at half of the fitted maximal effect; on the % scale 0 is the no-effect control and ±100 the full control effect; nearly all actives have a fitted effect of over 60% in size
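72 h, 37 °C compound treatment of KB-3-1 parental cells; CellTiter-Glo added, 10 min, luminescence read. Data corrected against DMSO-only plates and normalized before curve fitting.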
IL1B secr inh: inflammasome signaling inhibition, IL-1 beta readout. THP-1 LPS/ATP IL-1B secretion, AlphaLISA, 16 h; active compounds read low. activity change, % at 57.5 µM. 4.7% of 360,000 active. AID 743279; in the data active means activity change below about -50%; inconclusive means mostly about -30% to -49%; further: on the % scale 0 is the no-effect control and ±100 the full control effect
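Secreted IL-1B measured by AlphaLISA bead assay after 16 h compound exposure of THP-1 cells; compounds (final up to 57.5 uM) added 1 h before LPS (250 ng/mL) and ATP (1.25 mM) stimulation; lower signal means less secretion.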
HT1080NT lethal: kills 2HG-producing HT-1080-NT fibrosarcoma cells; Potency, µM (series often up to 46.1 µM), for the others: at the top dose activity, negative = less viability, usual class: cytotoxic; 1.6% of 360,000 active; HT-1080-NT fibrosarcoma viability, CellTiter-Glo ATP luminescence, 48 h;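 further: NT is the 2HG producing partner of a matched IDH1 knockdown line; potency means the concentration at half of the fitted maximal effect; 0% = DMSO-treated cells and -100% = media-only wells without cells; nearly all actives have a fitted effect of over 55% in size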
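Viability by CellTiter-Glo luminescence after 48 h compound exposure at 37C of HT-1080-NT cells (750/well, RPMI, 5% FBS). % activity scaled between DMSO wells and medium-only wells, then curve-fitted and categorized by curve class.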
D3 ag: D3 dopamine receptor (human) agonism; P35462; D3R DiscoveRx beta-arrestin cells, luminescence, 90 min; max activation, %; 0.58% of 410,000 active; in the data active means max activation above about 30%; further: 0% is about no effect; mostly tested at two doses, the higher about 12 µM
Target sequence (P35462 whole entry, looked up): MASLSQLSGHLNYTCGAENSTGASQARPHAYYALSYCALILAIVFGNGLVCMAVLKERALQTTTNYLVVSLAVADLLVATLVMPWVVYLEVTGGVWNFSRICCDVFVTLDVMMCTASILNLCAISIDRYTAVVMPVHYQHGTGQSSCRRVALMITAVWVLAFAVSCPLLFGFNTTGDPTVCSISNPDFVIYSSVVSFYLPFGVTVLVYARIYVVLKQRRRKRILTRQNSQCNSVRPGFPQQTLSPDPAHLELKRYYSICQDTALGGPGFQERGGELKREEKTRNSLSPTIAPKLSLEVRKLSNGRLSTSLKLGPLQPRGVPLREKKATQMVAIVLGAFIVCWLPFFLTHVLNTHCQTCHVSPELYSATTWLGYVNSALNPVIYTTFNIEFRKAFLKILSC
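Agonist mode: compounds and dopamine controls were applied to plated cells for 90 min at 37 degrees C after an overnight attachment at 1500 cells/well. Luminescent read-out followed 30 - 60 minutes at room temperature with DiscoveRx detection reagent.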
GLP1R cytotox: cytotoxicity counter-screen for GLP-1 receptor inverse agonists; HEK293 cAMP-luciferase reporter cells, luminescence, 24 h; Potency, µM (series often up to 38.3 µM), for the others: at the highest dose activity change, negative = inhibition, most hits filed as inhibitors; 0.13% of 410,000 active;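 further: loss of luciferase light is scored as toxicity; potency means the concentration at half of the fitted maximal effect; on the % scale 0 is the no-effect control and ±100 the full control effect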
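Luminescence readout: signal drop marks cytotoxicity. Plated cells grew 12 h at 37 °C, 5% CO2, received 23 nL compound for 24 h, then got luciferase reagent, read after 12 min at RT.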
MCF10A rereplic: induces DNA re-replication in MCF 10a normal breast cells; Potency, µM (doses to about 46.1 µM), without a hit: at the top dose activity, positive = re-replication, most hits filed as activators; 2.9% of 350,000 active; AID 624296; MCF 10A DNA re-replication, Hoechst nuclear intensity, 48 h; further: potency means the concentration at half of the fitted maximal effect; % of control where 0% means no effect; nearly all actives have a fitted effect of over 50% in size
SW480 rereplic: induces DNA re-replication in SW480 colon adenocarcinoma cells. SW480 DNA re-replication, Hoechst DNA content imaging, 48 h. Potency, µM (titrated, usually from 46.1 µM), inactives show top-dose re-replication activation, usual class: activators. 1.8% of 340,000 active. AID 624297; further: potency means the concentration at half of the fitted maximal effect; % of control where 0% means no effect; nearly all actives have a fitted effect of over 55% in size
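Cells (250 per well) received 23 nL compound or DMSO by pin tool and were kept 48 hr at 37 C, 5% CO2. Nuclei were then stained with Hoechst for 40 min and scanned for DNA content.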
KB-V1 MDR tox: kills drug-selected multidrug resistant KB-V1 cells; KB-V1 MDR cells viability, CellTiter-Glo, 72 h; Potency, µM (series often up to 46.1 µM), without a hit: top-dose activity change, negative = cytotoxicity, usual class: cytotoxic; 3.4% of 400,000 active; further: potency means the concentration at half of the fitted maximal effect; on the % scale 0 is the no-effect control and ±100 the full control effect; nearly all actives have a fitted effect of over 60% in size
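In this primary screen, KB-V1 cells overexpressing P-gp are incubated with library compounds (lowest to highest concentration) for 72 h at 37 degrees C before a luminescent ATP viability read.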
HT1080 IDH1KD tx: HT-1080 IDH1 knockdown cell toxicity (counter line); HT-1080 IDH1 knockdown viability, ATP luminescence, 48 h; Potency, µM (highest dose often 46.1 µM), for inactives: at the top dose activity, negative = toxicity, actives largely listed as cytotoxic; 2% of 360,000 active; AID 686971;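 further: potency means the concentration at half of the fitted maximal effect; 0% = DMSO wells and -100% = cell-free medium wells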
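Cytotoxicity counter-line: IDH1KD HT-1080, 48 h, CellTiter-Glo. Curves classed by r2, magnitude and activity.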
* marks the source's active call; other numbers are inactive results; ? = inconclusive; . = no result given; & = joins results of further samples; [ ] = dose if it differs, or a comment. Unless noted, the call rests on the fitted dose curve; in most records, active means well fitted curve in the direction sought with a large enough effect; inconclusive means small, poorly fitted or top-dose-only effect, or another doubt; inactive means no such curve, though single readings can be large; an effect the other way counts as inactive or inconclusive.

1) CCc1ccccc1NC(=O)C1CCCN(c2ncnc3onc(-c4ccc(F)cc4)c23)C1 (stereo not given)
2) CC1CCCN(CCCNC(=O)CN2C(=O)COc3ccc(S(=O)(=O)N4CCOCC4)cc32)C1 (stereo not given)
3) Cc1ccc(NC(=O)CSc2nnc(CCCCCNC(=O)OC(C)(C)C)o2)c(C)c1
4) CN(C)c1ccc2c(c1)C(=NO)c1ccccc1-2
5) Cc1ccc(OCC(=O)Nc2ccc(S(=O)(=O)N3CCOCC3)cc2)c(C)c1
6) Cc1ccc2c(c1)C1(OCCO1)C(=O)N2

Assay by compound,1,2,3,4,5,6
KB-3-1 tox,-1%,16%,1%,6%,18%,19%
IL1B secr inh,-13,1,11,?,7,22
HT1080NT lethal,0%,28%,11%,11%,-2%,-1%
D3 ag,0,-12,18,-9,2,2
GLP1R cytotox,-8%,-31%,-17%,-12%,-9%,8%
MCF10A rereplic,?,-2%,3%,1%,14%,7%
SW480 rereplic,1%,-26%,-4%,-4%,-4%,-11%
KB-V1 MDR tox,3%,?,-15%,-14%,1%,14%
HT1080 IDH1KD tx,?,10%,-18%,7%,-5%,-5%

7) CC(C)C(=O)Nc1cccc(NC(=S)NC(=O)C(c2ccccc2)c2ccccc2)c1
8) COCCNC(=O)Cn1cc(/C=C(\C#N)C(=O)NC2CCCC2)c2ccccc21
9) CCCOC(=O)c1ccc(NC(=O)c2ccoc2C)cc1
10) Cc1ccc(C(=O)N2C(=O)C(c3ccccc3)Oc3ccccc32)cc1 (stereo not given)
11) CS(=O)(=O)CC(=O)Nc1ccc2nc3n(c(=O)c2c1)CCCCC3
12) CCOc1cccc(C2C(C(=O)c3ccco3)=C(O)C(=O)N2c2nnc(C)s2)c1 (stereo not given)

Assay by compound,7,8,9,10,11,12
KB-3-1 tox,21µM*,1%,-3%,-10%,-4%,4%
IL1B secr inh,-21,-10,-25,22,1,0
HT1080NT lethal,?,1%,-17%,?,27%,0%[9.24 µM]
D3 ag,19,-5,7,20,-6,-7
GLP1R cytotox,-12%,-1%,-16%,?,-5%,7%
MCF10A rereplic,?,?,7%,?,1%,-5%
SW480 rereplic,?,11%,3%,-15%,-70%[inhibitor],5.8µM*
KB-V1 MDR tox,?,3%,-5%,-27%,?,3%
HT1080 IDH1KD tx,?,-1%,-27%,?,17%,-9%

13) NC(=O)CSc1nnc(-c2ccccn2)n1N
14) Nc1sc(-c2ccccc2)cc1C(=O)NCCc1ccc(Cl)cc1
15) Cc1cc(C(=O)N=Nc2c(O)n(C(C)C)c3ccccc23)n[nH]1
16) COc1ccc(-c2cn3cccnc3n2)cc1NC(=O)C(C)Oc1ccccc1 (stereo not given)
17) COC(=O)c1ccc2c(=O)[nH]c(COC(=O)c3[nH]c(C)c(C(C)=O)c3C)nc2c1
18) O=C(NC(=S)NC12CC3CC(CC(C3)C1)C2)c1ccc(F)cc1

Assay by compound,13,14,15,16,17,18
KB-3-1 tox,4%,-11%,0%,-8%,3%,-7%
IL1B secr inh,-2,-18,-7,-29,32,-5
HT1080NT lethal,11%,-15%,2%,?,-12%,-22%
D3 ag,0,-8,0,8,-2,-14
GLP1R cytotox,2%,5%,-20%,0%,6%,?
MCF10A rereplic,1%,.,4%,26%,?,?
SW480 rereplic,-3%,.,-3%,-13%,?,?
KB-V1 MDR tox,4%,?,?,4%,-15%,0%
HT1080 IDH1KD tx,6%,-10%,1%,-4%,-17%,-29%

19) Cc1cc(F)ccc1NC(=O)Nc1ccc2c(c1)OCO2
20) CCOC(=O)N1CCN(CCC(=O)Nc2cc(C)ccc2C)CC1
21) CSCC[C@@H](CO)NC(=O)[C@H]1O[C@@H](n2ccc(N)nc2=O)[C@H](O)[C@@H]1O
22) Cc1c(NC(=O)COC(=O)C(c2ccc(Cl)cc2)C(C)C)c(=O)n(-c2ccccc2)n1C (stereo not given)
23) CCOc1ccc(NC(C)c2cc(Cl)ccc2O)cc1 (stereo not given)
24) COc1cc(C(=O)NCc2nnc(SCC(=O)NCc3ccccc3)o2)cc(OC)c1OC

Assay by compound,19,20,21,22,23,24
KB-3-1 tox,1%,20%&7%,0%,?,1%,-5%
IL1B secr inh,0,15,8,-9,1,9
HT1080NT lethal,4%,4%,28%,2%,-11%,4%
D3 ag,7,2&-25,6,1,-8,-1
GLP1R cytotox,-5%,-9%&11%,2%,-16%,-29%,15%
MCF10A rereplic,-3%,-1%,.,4%,6%,-2%
SW480 rereplic,8%,1%,.,4%,-3%,5%[9.22 µM]
KB-V1 MDR tox,?,-6%&12%,27%,8.2µM*,4%,11%
HT1080 IDH1KD tx,6%,6%,20%,2%,-10%,-2%

25) O=c1cc(O)nc(SCc2ccc(Cl)cc2)[nH]1
26) CCOC(=O)C1CCCN(S(=O)(=O)c2ccc3c(c2)CCCN3C(C)=O)C1 (stereo not given)
27) O=C1NCCOC(=O)[C@H](Cc2ccc(F)cc2)C/C=C\C[C@H]1CC(=O)N(CCO)Cc1ccccc1
28) O=C(COC(=O)CN1C(=O)C2CCCCC2C1=O)NCc1ccc(Cl)cc1Cl (stereo not given)
29) O=C(Nc1nccs1)c1ccc(-c2ccc([N+](=O)[O-])cc2)o1
30) Cc1cccc(C)c1NC(=O)Nc1ccc2c(c1)OCO2

Assay by compound,25,26,27,28,29,30
KB-3-1 tox,-6%,-18%,0%,23%,1%,-6%
IL1B secr inh,5,.,6,-3,-9,-4
HT1080NT lethal,1%,.,7%,1%[9.24 µM],10%,2%
D3 ag,0,7,15,-7,-1,1
GLP1R cytotox,2%,2%,1%,1%,-6%,5%
MCF10A rereplic,-6%,.,-7%,-2%,9%,9%
SW480 rereplic,11%,.,-33%[inhibitor],-6%,1%,17%
KB-V1 MDR tox,7%,-14%,0%,29%,0%,4%
HT1080 IDH1KD tx,2%,.,3%,2%,15%,4%

31) Cc1c(NC(=O)C(C)OC(=O)c2cc3c4ccccc4n(C)c3s2)c(=O)n(-c2ccccc2)n1C (stereo not given)
32) Cc1ccc(C(=O)CC2SC(N)=NC2=O)cc1 (stereo not given)
33) C=C(C)C1Cc2c(C)nn(-c3cccc4ccccc34)c2C1 (stereo not given)
34) COc1cccc(CCNC(=O)c2cccc(NC(=O)C3=C(C)OCCS3)c2)c1
35) CC(C)(C)OC(=O)Nc1ccccc1-n1nnnc1C(C(=O)c1ccccc1)N1CCN(c2ccccn2)CC1 (stereo not given)
36) CCOC(=O)c1c(NC(=O)c2cc3nc(-c4ccccc4)cc(C(F)(F)F)n3n2)sc2c1CCC(C)C2 (stereo not given)

Assay by compound,31,32,33,34,35,36
KB-3-1 tox,?,27%,?,0%,6%,2%
IL1B secr inh,-11,6,32,-3,-4,.
HT1080NT lethal,-26%,2%,?,-3%,4%,.
D3 ag,-13,5,-4,-7,9,-15
GLP1R cytotox,-12%,-10%,?,-7%,1%,0%
MCF10A rereplic,3%[9.22 µM],8%,?,?,.,.
SW480 rereplic,?,-5%,3%,?,.,.
KB-V1 MDR tox,-9%,-8%,?,0%,-20%,4%
HT1080 IDH1KD tx,?,-4%,?,5%,-1%,.

37) COc1ccc(-c2nc3c(-c4ccc(Cl)cc4)cnn3cc2C)cc1F
38) OC(CN1C2=NCCCN2c2ccccc21)c1ccc(Br)cc1 (stereo not given)
39) Cc1cc2n(n1)CCCN2C(=O)Nc1cccc(C)c1C
40) CCOC(=O)Cc1ncccc1C(=O)Nc1ccc(Oc2ccccc2)cc1
41) C#CCNC(=O)c1csc([C@@H]2O[C@H](CO)[C@@H](O)[C@H]2O)n1
42) Cc1csc(NC(=O)CCCNC(=O)c2ccc(Cl)cc2)n1

Assay by compound,37,38,39,40,41,42
KB-3-1 tox,5%,-19%,6%,-10%,0%,?
IL1B secr inh,14,?,.,-17,13,120
HT1080NT lethal,14%,-20%,.,-12%,9%,0%[9.24 µM]
D3 ag,0,1,-1,-5,3,2
GLP1R cytotox,4%,-27%,-8%,-27%,0%,15%
MCF10A rereplic,-3%,-1%,.,-61%[inhibitor],.,0%
SW480 rereplic,-1%,-7%,.,-35%[inhibitor],.,-21%
KB-V1 MDR tox,1%,-4%,2%,8%,11%,?
HT1080 IDH1KD tx,5%,-23%,.,-6%,?,-1%

Quoted from above: compounds 41 to 42
41) C#CCNC(=O)c1csc([C@@H]2O[C@H](CO)[C@@H](O)[C@H]2O)n1
42) Cc1csc(NC(=O)CCCNC(=O)c2ccc(Cl)cc2)n1

Assay by compound,41,42
KB-3-1 tox,0%,?
IL1B secr inh,13,120
HT1080NT lethal,9%,0%[9.24 µM]
D3 ag,3,2
GLP1R cytotox,0%,15%
MCF10A rereplic,.,0%
SW480 rereplic,.,-21%
KB-V1 MDR tox,11%,?
HT1080 IDH1KD tx,?,-1%

Remaining list, next part.
43) COc1cccc(NC(=O)Cn2nnc(-c3ccccc3N)n2)c1
44) COc1ccc(C(=O)C(=NNc2ccccc2)c2ccc(OC)cc2)cc1
45) Cc1ccc(CN2CC[C@H]3C=CCc4cccc(c43)C2)cc1
46) COc1ccc(NC(=O)CSc2ncccn2)cc1S(=O)(=O)N1CCCCC1
47) O=C(COC(=O)/C=C/c1ccc(Br)o1)Nc1cccc(S(=O)(=O)N2CCOCC2)c1
48) COCCCNC(=O)CN1C(=O)COc2ccc(S(=O)(=O)N3CC(C)CC(C)C3)cc21 (stereo not given)
49) CC(=O)N1N=C(c2cccc([N+](=O)[O-])c2)OC1(C)CC(=O)Nc1ccccc1 (stereo not given)

Assay by compound,43,44,45,46,47,48,49
KB-3-1 tox,7%,-3%,-4%,-18%,5%,4%,5%
IL1B secr inh,10,-55*,19,5,14,?,0
HT1080NT lethal,-8%,9%,4%,-2%,0%,4%,-3%
D3 ag,-3,-1,-71,1,2,5,-3
GLP1R cytotox,-2%,-12%,-16%,5%,6%,-8%,9%
MCF10A rereplic,16%,1%,3%,4%,0%,6%,10%
SW480 rereplic,4%,3%,-1%,-7%,-4%,-2%,4%
KB-V1 MDR tox,2%,-6%,-5%,0%,19%,-2%,21µM*
HT1080 IDH1KD tx,1%[9.24 µM],-6%,-1%,-5%,4%,14%,16%
